# 697 NFkB inh: lowers PMA/ionomycin-induced NF-kB signal in 697 B cells; 697 B-cell NF-kB luciferase reporter, 16 h; inhibition, % at 4 µM; 330,000 tested, 0.33% active; AID 435022; in the data active = inhibition above about 35%
# tim10-1 inh: growth inhibitors of tim10-1 mutant yeast | S. cerevisiae tim10-1 ts strain growth, BacTiter-Glo, 24 h | inhibition, % at 20 µM | 330,000 tested, 2.2% active;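 active = inhibition of at least 40%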;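 also: mutant grown at 25 °C; 0% = DMSO wells with yeast and 100% = wells holding no yeast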
# Mdm2 MdmX PPI: disrupts the human Mdm2-MdmX interaction. O15151+Q00987. SaOS-2 split-luciferase Mdm2/MdmX complementation, luminescence. inhibition, % at 8 µM. 330,000 tested, 3% active;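 active = inhibition of at least 50% at 8 µM in the primary screen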
# Target sequence (O15151 whole entry, looked up): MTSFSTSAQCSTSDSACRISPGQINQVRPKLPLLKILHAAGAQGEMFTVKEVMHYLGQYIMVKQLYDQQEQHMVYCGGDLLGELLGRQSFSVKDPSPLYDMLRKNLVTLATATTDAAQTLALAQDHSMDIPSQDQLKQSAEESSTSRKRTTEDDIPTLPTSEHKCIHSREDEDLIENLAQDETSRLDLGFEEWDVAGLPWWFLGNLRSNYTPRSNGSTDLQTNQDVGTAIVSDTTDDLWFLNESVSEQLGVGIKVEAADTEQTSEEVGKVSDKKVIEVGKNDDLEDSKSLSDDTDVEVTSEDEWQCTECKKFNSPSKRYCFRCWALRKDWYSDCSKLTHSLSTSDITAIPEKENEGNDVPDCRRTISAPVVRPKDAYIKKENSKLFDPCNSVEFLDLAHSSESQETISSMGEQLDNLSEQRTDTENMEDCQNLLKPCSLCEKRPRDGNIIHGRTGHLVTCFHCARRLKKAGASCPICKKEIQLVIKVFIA
# Target sequence (Q00987 whole entry, looked up): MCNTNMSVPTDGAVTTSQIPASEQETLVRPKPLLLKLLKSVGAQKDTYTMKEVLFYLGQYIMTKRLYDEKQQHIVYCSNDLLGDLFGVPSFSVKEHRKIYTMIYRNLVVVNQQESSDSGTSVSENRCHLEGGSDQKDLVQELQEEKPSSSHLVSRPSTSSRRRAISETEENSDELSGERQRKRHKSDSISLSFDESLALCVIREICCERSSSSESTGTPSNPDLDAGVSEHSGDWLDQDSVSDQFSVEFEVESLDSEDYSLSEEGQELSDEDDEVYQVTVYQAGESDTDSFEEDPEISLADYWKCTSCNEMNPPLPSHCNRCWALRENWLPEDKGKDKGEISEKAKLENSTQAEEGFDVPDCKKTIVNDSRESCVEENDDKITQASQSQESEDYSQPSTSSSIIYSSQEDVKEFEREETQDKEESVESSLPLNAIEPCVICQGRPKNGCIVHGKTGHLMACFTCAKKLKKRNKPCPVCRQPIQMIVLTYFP
# CHOP UPR activ: apoptotic UPR (CHOP) activation; CHO-CHOP luciferase reporter, luminescence; percent of tunicamycin response over DMSO baseline; activation, % at 10 µM; 330,000 tested, 0.34% active;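 active = at 10 µM dose, activation of 40% or more, normalized to positive control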;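 also: 100% = tunicamycin at 10 µg/mL and 0% = DMSO alone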
#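 Test system: CHO CHOP reporter cells. Input: 500 CHO-CHOP cells per well. Medium: F12 with 10% FBS. Technique: luciferase luminescence. Measure: percent activation relative to tunicamycin control. Dosing: 10 µM compound, 0.5% DMSO. Timing: 16-18 h cell attachment, then 6 h compound exposure, 37 °C.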
# tim23-1 inh: growth inhibitors of tim23-1 mutant yeast; AID 463212; inhibition, % at 20 µM; 330,000 tested, 1.3% active; S. cerevisiae tim23-1 growth, BacTiter-Glo luminescence, 24 h;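 active = growth inhibition of the mutant yeast at or above 50%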;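 also: temperature-sensitive mutant grown at 25 °C; plate controls were DMSO-treated mutant yeast for no effect and medium wells lacking yeast for full effect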
# Jurkat NFkB inh: lowers PMA/ionomycin-induced NF-kB signal in Jurkat cells; PMA/ionomycin-induced NF-kB luciferase reporter, luminescence; inhibition, % at 4 µM; 330,000 tested, 0.53% active; in the data active = inhibition above about 50%
# XBP1 UPR activ: activators of adaptive arm of unfolded protein response (XBP1); CHO-XBP1 luciferase reporter, IRE1-XBP1 UPR activation, luminescence; percent of tunicamycin response, DMSO as zero; activation, % at 20 µM; 330,000 tested, 0.33% active; AID 463104;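 active = versus positive control, 20 µM dose yields 30% or more activation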;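 also: 100% = tunicamycin at 10 µg/mL and 0% = DMSO only wells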
#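 Material: CHO-XBP1 cells stably carrying IRE1-XBP1-driven luciferase reporter | Medium: F12 with 10% serum | Compound dosing: 20 µM single concentration, DMSO 1% | Incubation: Overnight seeding at 37 °C, 6 h compound treatment at 37 °C | Detection: Steady-Glo luminescence read | Read-out basis: % activation of reporter signal versus tunicamycin and DMSO controls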
# TIM10 inh: growth inhibitors of TIM10 yeast strain; 330,000 tested, 1.4% active; S. cerevisiae TIM10 strain growth, BacTiter-Glo luminescence, 24 h; inhibition, % at 10 µM;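 active = inhibition of 40% or more at the single tested concentration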;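 also: wild-type TIM10 isogenic control strain grown at permissive 25 °C; 0% = DMSO yeast wells and 100% = minimal medium wells without yeast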
# An asterisk follows results filed as active.
SMILES,697 NFkB inh,tim10-1 inh,Mdm2 MdmX PPI,CHOP UPR activ,tim23-1 inh,Jurkat NFkB inh,XBP1 UPR activ,TIM10 inh
COc1ccccc1N1CCN(C(=O)c2cc3c(=O)n4ccccc4nc3s2)CC1,8,36,-7,0.3,41,-6,4,20
CCC1(c2ccccc2)NC(=O)N(CC(=O)N2CCN(S(=O)(=O)c3ccccc3)CC2)C1=O (stereo not drawn),15,5,13,1.7,4,10,-1,10
O=S(=O)(c1ccc2c(c1)OCCO2)N1CCC(n2nnc3cc(F)ccc32)CC1,24,42*,10,1.0,34,2,-4,35
CC1CCN(S(=O)(=O)c2ccc3c(c2)oc(=O)n3CC(=O)N2CCc3ccccc3C2)CC1,4,-8,37,-0.6,0,5,4,-11
Oc1ccc(Br)cc1/C=N/N1CCCCC1,-55,13,-27,4.6,19,-45,2,15
Cc1cc(C)nc(Sc2c(C)nn(-c3ccccc3)c2C)n1,-11,16,16,-3.1,12,-19,-3,-5
COc1ccc(/C=C/C(=O)OCC(=O)NC2CCS(=O)(=O)C2)cc1 (stereo not drawn),3,7,-14,0.4,15,-1,2,4
Cc1ccc(Cl)cc1NC(=O)NCc1ccccn1,21,-1,6,0.2,7,-5,-7,7
CCOc1ccc(C(=O)Nc2ccc(NC(=O)c3ccco3)c(Cl)c2)cc1Cl,5,-25,62*,13,-25,-7,48*,-46
Cc1cc(C)cc(NC(=S)N2CC(C)OC(C)C2)c1 (stereo not drawn),16,30,11,-2.3,2,-3,-1,9
COc1ccc(/C=C/C(=O)OCC(=O)c2ccc3c(c2)NC(=O)CO3)c(OC)c1,10,8,24,2.7,-11,6,-2,-25
Cc1ccc(C(=O)COC(=O)COc2ccccc2[N+](=O)[O-])s1,2,9,-6,-0.1,19,-9,-3,1
Brc1ccccc1OCCN1CCOCC1,-12,-14,5,-0.8,4,11,-2,-3
COc1ccccc1C1=NOC(Cn2c(=O)c3c(ncn3C)n(C)c2=O)C1 (stereo not drawn),4,7,9,-2.1,16,-9,-2,-3
O=C(Nc1ccccc1-c1ccccc1)NC1CCN(CC(=O)N2CCOCC2)CC1,19,7,7,-0.9,13,-5,1,-3
Cc1ccc(C)c(S(=O)(=O)N2CCN(C(=O)c3ccncc3)CC2)c1,1,6,-4,0.0,28,12,5,13
c1csc(CN2CCN(Cc3cccs3)C2c2cccs2)c1,-4,14,11,-2.1,6,-2,0,-19
CN(C)S(=O)(=O)c1cccc2nsnc12,0,1,5,0.3,-2,-25,0,-6
O=C(O)CCCC(=O)NNc1nc(-c2ccccc2)c2cc(Cl)ccc2n1,-9,-11,-15,2.6,12,-11,-2,-14
COc1ccc(CCNC(=O)CCC(=O)Nc2ccccc2[N+](=O)[O-])cc1OC,-34,0,17,0.9,-8,-16,-2,-3
CC(C)C[C@@]12C(=O)N(c3cccc(F)c3)C(=O)N1[C@H](c1ccc(Br)cc1)[C@@H]1C(=O)N(C(C)(C)C)C(=O)[C@@H]12,5,0,28,-0.4,14,-3,2,5
CCCN1CCC(=O)N([C@H](COc2ccccc2)Cc2ccccc2)CC1,3,-7,1,-1.1,15,1,-5,1
COC(=O)c1ccc2nc(Nc3nc4c(F)cc(F)cc4s3)sc2c1,-3,22,88*,-8.3,11,63*,-5,17
Cc1nn(C)c(C)c1S(=O)(=O)N(CC(=O)Nc1ccc2c(c1)OCO2)c1ccc(C(C)C)cc1,5,0,18,2.1,-6,0,1,10
CCCNC(=O)c1ccc(C2SCC(=O)N2Cc2ccccc2)cc1 (stereo not drawn),-19,29,4,-3.4,28,-5,-2,3
Cc1ccc(S(=O)(=O)N2CCOCC2)cc1N/N=C(\C#N)c1nc2ccccc2[nH]1,-13,37,25,-0.5,30,-4,2,39
CC1CC(C)CN(C(=O)c2cccc(S(=O)(=O)N(C)c3ccccc3)c2)C1 (stereo not drawn),-32,24,14,0.2,24,7,-1,13
CCOc1ccc(N2C(=O)CC(SCc3nc4ccccc4[nH]3)C2=O)cc1 (stereo not drawn),-6,16,20,-0.6,22,4,-4,12
N#Cc1c(C(F)(F)F)cc(-c2cccs2)nc1SCc1ccc(Cl)nc1,-9,19,23,-0.6,-6,-7,3,6
O=C(O)CCc1ccc(S(=O)(=O)Nc2ccccc2C(=O)NCCc2ccccc2)cc1,-52,0,-12,6.0,-3,-39,-1,-8
CC(C)CN1C(=O)c2ccc(C(=O)Nc3ccncc3)cc2C1=O,7,10,0,3.0,5,13,1,3
COc1ccc(N2C(=O)CCC(C(=O)N3CCN(c4ccccn4)CC3)C2c2ccc(F)cc2)cc1 (stereo not drawn),-2,5,11,1.2,8,-16,-2,2
CC(=O)C1=C(C)NC(SCC(N)=O)=C(C#N)C1c1sccc1C (stereo not drawn),-2,13,35,-0.9,14,17,1,16
CS(=O)(=O)N(Cc1ccc(C(=O)N2CCc3ccccc3C2)cc1)c1ccccc1,-16,35,9,0.0,15,-33,0,2
Cc1ccc(C(=O)N/N=C\c2ccc(OC(=O)c3cccc(F)c3)cc2)cn1,12,-42,1,4.3,-29,-6,10,-11
CO/N=C/CC(=O)c1cnc(-c2ccccc2)s1,5,29,-16,0.4,26,-1,-1,21
CC1=C(C(=O)OC2CCCCC2)C(c2ccc(F)cc2)NC(=O)N1 (stereo not drawn),-7,8,-7,1.3,22,-5,-4,-1
COc1cc2c(cc1OC)-c1nnc(C)n1C1(CCCC1)C2,14,7,-8,0.9,16,8,0,7
CCC1(CC)Cc2ccccc2C(CC(=O)N2CCOCC2)=N1,2,24,11,-1.2,21,-2,-3,21
CC(=O)Nc1ccc(N2CCOCC2)c([N+](=O)[O-])c1,3,-7,-8,0.7,-5,6,2,-7

# 3 compounds out of the list, ordered by number of heavy atoms, ascending.
SMILES,697 NFkB inh,tim10-1 inh,Mdm2 MdmX PPI,CHOP UPR activ,tim23-1 inh,Jurkat NFkB inh,XBP1 UPR activ,TIM10 inh
CCC1(CC)Cc2ccccc2C(CC(=O)N2CCOCC2)=N1,2,24,11,-1.2,21,-2,-3,21
N#Cc1c(C(F)(F)F)cc(-c2cccs2)nc1SCc1ccc(Cl)nc1,-9,19,23,-0.6,-6,-7,3,6
Cc1ccc(S(=O)(=O)N2CCOCC2)cc1N/N=C(\C#N)c1nc2ccccc2[nH]1,-13,37,25,-0.5,30,-4,2,39

# The listing continues.
SMILES,697 NFkB inh,tim10-1 inh,Mdm2 MdmX PPI,CHOP UPR activ,tim23-1 inh,Jurkat NFkB inh,XBP1 UPR activ,TIM10 inh
O=C(Nc1ccc2oc(-c3ccccc3)nc2c1)c1cc(-n2cnnc2)ccc1Cl,-48,0,-28,2.6,13,-38,8,20
Cc1cc(NC(=O)CSc2nc(=O)n3cc(Cl)ccc3n2)no1,17,-4,-5,1.1,-8,0,2,-6
COc1ccc(CCNC(=O)CCOc2ccc(C(C)(C)C)cc2)cc1OC,-12,16,10,0.2,26,2,-3,-1
Cc1ccc(NC(=S)N(CCCN2CCOCC2)Cc2ccco2)cc1C,9,32,11,0.0,5,-15,-1,-17
Cc1nc2c(sc3nc(N4CCOCC4)c4c(c32)CC(C)(C)OC4)c(-c2ccc(Cl)cc2)c1C(=O)O,13,-2,64*,-0.7,11,-5,7,-15
CCN(Cc1ccc(NC(C)=O)cc1)CC1CCCN(CCc2cccc(OC)c2)C1 (stereo not drawn),-7,-19,16,1.2,-24,-2,-3,-22
COc1ccc(-n2c(=S)[nH]c3sc4c(c3c2=O)CCc2ccccc2-4)cc1,0,7,4,4.2,-7,0,-2,6
COC(=O)c1c(-c2snnc2C)n[nH]c1C,3,-23,-4,-1.1,3,-7,-2,-11
CCN(CC)S(=O)(=O)c1ccc2c(c1)nc(SCC(=O)NC1CC1)n2-c1ccccc1OC,7,12,29,-3.7,5,13,1,14
O=c1c2c(nc3nc(NCc4ccccc4Cl)[nH]n13)CCC2,-6,5,67*,-0.6,-2,8,3,0
COc1ccccc1C(=O)COC(=O)CCN=C1NS(=O)(=O)c2ccccc21,9,12,4,-1.8,17,1,-3,0
CCOC(=O)C1(CC2CCCCO2)CCN(Cc2cc3ccccc3[nH]2)CC1 (stereo not drawn),-11,16,0,-4.0,29,-6,2,17
O=C1NC(=O)C(c2cn(-c3ccccc3)nc2-c2ccc(F)cc2)N1 (stereo not drawn),9,10,3,0.4,7,6,-2,8
O=C(Cn1nc(-c2ccco2)ccc1=O)Nc1cc(Cl)ccc1Cl,2,15,8,-1.9,18,0,-3,-6
CCOC(=O)/C(C#N)=C/c1cn(CCC(=O)O)nc1-c1ccccc1,-22,16,-5,0.4,16,-19,1,-7
Cc1cccc(-n2c(C)n[nH]c2=S)c1C,-18,4,-9,0.6,-3,11,-1,19
CCCCOCCCNC(=O)CC(C)c1ccccc1 (stereo not drawn),21,10,-3,0.4,12,5,-2,14
CCCCC(=O)NC1(C(F)(F)F)C(=O)Nc2c1c(=O)[nH]c(=O)n2Cc1ccco1 (stereo not drawn),-25,9,-43,0.4,12,-2,-1,-1
CNC(=S)N1CCN(c2ccccc2OC)CC1,-21,14,-4,0.0,-9,10,2,6
CCOC(=O)N/N=C/c1ccc(F)cc1F,-29,1,-7,3.3,6,-23,0,-3
Cc1ccc(C(=O)Nc2ccccc2C(=O)N2CCCCC2C)cc1 (stereo not drawn),-6,13,9,-0.6,17,9,-6,2
COc1ccc(CCN2CCCC(CN(C)Cc3cccc(OC)c3)C2)cc1 (stereo not drawn),-22,-6,-3,-1.9,-65,5,-2,-29

# Grouped by structure: the entries above with an NH in an aromatic ring (eight)
SMILES,697 NFkB inh,tim10-1 inh,Mdm2 MdmX PPI,CHOP UPR activ,tim23-1 inh,Jurkat NFkB inh,XBP1 UPR activ,TIM10 inh
Cc1ccc(S(=O)(=O)N2CCOCC2)cc1N/N=C(\C#N)c1nc2ccccc2[nH]1,-13,37,25,-0.5,30,-4,2,39
CCOc1ccc(N2C(=O)CC(SCc3nc4ccccc4[nH]3)C2=O)cc1 (stereo not drawn),-6,16,20,-0.6,22,4,-4,12
COc1ccc(-n2c(=S)[nH]c3sc4c(c3c2=O)CCc2ccccc2-4)cc1,0,7,4,4.2,-7,0,-2,6
COC(=O)c1c(-c2snnc2C)n[nH]c1C,3,-23,-4,-1.1,3,-7,-2,-11
O=c1c2c(nc3nc(NCc4ccccc4Cl)[nH]n13)CCC2,-6,5,67*,-0.6,-2,8,3,0
CCOC(=O)C1(CC2CCCCO2)CCN(Cc2cc3ccccc3[nH]2)CC1 (stereo not drawn),-11,16,0,-4.0,29,-6,2,17
Cc1cccc(-n2c(C)n[nH]c2=S)c1C,-18,4,-9,0.6,-3,11,-1,19
CCCCC(=O)NC1(C(F)(F)F)C(=O)Nc2c1c(=O)[nH]c(=O)n2Cc1ccco1 (stereo not drawn),-25,9,-43,0.4,12,-2,-1,-1
